Source: PubChem BioAssay (several laboratories)
SUMO1 PPI mod = modulators of SUMO1 protein-protein interactions, primary screen, biochemical, uHTS; Small ubiquitin-related modifier 1 (Homo sapiens), P63165; SUMO1 binding to a labelled peptide, TR-FRET, 1 h; inhibition, % at 20 µM; hit rate 0.33% among 360,000; AID 602429, 2012; in the data active = inhibition above about 37%
Tb MetRS inh = T. brucei MetRS inhibitors, primary screen, biochemical, luminescence. methionyl-tRNA synthetase (Trypanosoma brucei brucei). purified T. brucei MetRS, ATP depletion, Kinase-Glo luminescence. inhibition, % at 11.9 µM. hit rate 0.4% among 360,000;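 active = inhibition above a per-plate cutoff of the control wells' mean inhibition plus 3 SD, cut at about 5.5% in these data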;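 also: 0% = DMSO wells median and 100% = median of wells with control inhibitor compound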
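Test system: purified T. brucei MetRS enzyme. Also added: ATP, methionine and E. coli bulk tRNA substrates. Compound: 11.9 µM single point. Schedule: 15 min enzyme-compound preincubation, 2 h reaction, 10 min detection, 25 °C. Signal: luciferase luminescence of residual ATP, Kinase-Glo. Evaluation: percent inhibition versus plate control medians. Controls: DMSO wells, low control.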
LMPTP block = LMPTP phosphatase inhibitors, primary screen, biochemical, fluorescence intensity, uHTS; Low molecular weight phosphotyrosine protein phosphatase (Homo sapiens), P24666; recombinant LMPTP-A, OMFP fluorogenic substrate; inhibition, % at 20 µM; hit rate 0.22% among 360,000; AID 651560, 2012;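 active = compounds that cut the enzyme signal by at least half of the control window in the single-dose screen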;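 also: plate controls were DMSO wells with enzyme plus substrate for no effect and substrate without enzyme for full effect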
Target sequence (P24666 whole entry, looked up): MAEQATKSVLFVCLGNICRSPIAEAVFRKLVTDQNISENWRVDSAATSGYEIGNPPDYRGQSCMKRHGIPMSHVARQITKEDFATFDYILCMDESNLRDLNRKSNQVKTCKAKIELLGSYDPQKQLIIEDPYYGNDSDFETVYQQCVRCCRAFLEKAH
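Test system: LMPTP-A phosphatase enzyme; input: 0.625 nM LMPTP-A final; reagent: OMFP substrate, 400 µM final; compound dosing: 20 µM single dose, 3% DMSO; incubation: 50 min dark incubation at room temperature; measured by: endpoint fluorescence intensity from OMFP dephosphorylation; measure: % inhibition relative to no-enzyme and uninhibited control wells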
Rpn11 block = Rpn11 (PSMD14) deubiquitinase inhibitors, primary screen, biochemical, fluorescence polarization, uHTS. 26S proteasome non-ATPase regulatory subunit 14 (Homo sapiens), O00487. human 26S proteasome, Ub4-pepOG fluorescence polarization; 20S core pre-blocked with epoxomicin. calls only at 20 µM. hit rate 0.59% among 360,000;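 active = inhibition at 20 µM, scaled to each plate's controls, above about 33%, limit read from the data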
Target sequence (O00487 whole entry, looked up): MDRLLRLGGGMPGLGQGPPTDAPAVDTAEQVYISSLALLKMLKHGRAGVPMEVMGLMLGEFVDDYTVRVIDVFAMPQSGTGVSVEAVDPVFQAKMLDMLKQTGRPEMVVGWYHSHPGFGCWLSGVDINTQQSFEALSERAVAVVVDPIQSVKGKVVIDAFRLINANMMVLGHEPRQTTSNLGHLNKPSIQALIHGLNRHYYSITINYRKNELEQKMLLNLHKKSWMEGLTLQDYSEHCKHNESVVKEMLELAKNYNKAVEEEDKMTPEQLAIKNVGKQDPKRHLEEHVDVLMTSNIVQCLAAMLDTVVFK
Scp1 inh = Scp-1 phosphatase inhibitors, primary screen, biochemical, colorimetric, uHTS; inhibition, % at 20 µM; Carboxy-terminal domain RNA polymerase II polypeptide A small phosphatase 1 (Homo …; hit rate 0.88% among 340,000; Recombinant Scp1, phosphopeptide, malachite green phosphate absorbance;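 active = inhibition above about 50% at 20 µM, limit read from the data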;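 also: plate controls were DMSO wells with enzyme for no effect and wells lacking enzyme for full effect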
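Material – SCP-1 phosphatase catalytic domain, residues 76-261 · Buffer or medium – Acidic Tris acetate buffer with magnesium and detergent · Also added – Phospho 17-mer peptide substrate · Compound – single 20 µM dose, 1% DMSO · Times – 45 min room-temperature reaction, 5 min colour, 30 min stabiliser · Technique – Phosphate-binding colour reagent, absorbance read at 630 nm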
CSN inh = inhibitors of CSN-mediated cullin deneddylation, primary screen, biochemical, fluorescence polarization, uHTS; hit rate 0.38% among 360,000; inhibition, % at 12.5 µM; COP9 signalosome complex subunit 5 (Homo sapiens), Q92905; Purified CSN, SCF-Nedd8-OG deneddylation; AID 651999, 2013;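 active = pattern-corrected inhibition above about 35%, with an unprinted fluorescence ratio check between 0.5 and 1.5, limit read from the data, passing the limit was not always enough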;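 also: 0% = enzyme with substrate and 100% = substrate without enzyme; some results filed as inactive read as strong as hits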
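Detection – fluorescence polarization · System – HEK293T-derived human Csn5 enzyme · Controls – substrate-only high control, full reaction low control · Timing – 90 min, room temperature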
STEP block = STEP phosphatase inhibitors, primary screen, biochemical, fluorescence intensity, uHTS. Tyrosine-protein phosphatase non-receptor type 5 (Homo sapiens), P54829. recombinant STEP, OMFP fluorogenic substrate. inhibition, % at 20 µM. hit rate 0.25% among 360,000;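 active = inhibition at 20 µM, scaled per plate between control wells, above about 37%, limit read from the data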;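 also: 0% = DMSO with enzyme and substrate and 100% = substrate only without enzyme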
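System: STEP (striatal-enriched tyrosine phosphatase) enzyme, cell-free; medium: Bis-Tris pH 6.0 buffer with DTT, detergent; dosing: 20 µM, 1% DMSO; times: reaction 20 min, ambient temperature; detection: fluorescence, 480/540 nm; read-out basis: normalized % inhibition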
PABP1 MLLE inh = inhibitors of PABP1 MLLE–PAM2 peptide binding, primary screen, biochemical, fluorescence polarization, FITC-PAM2, GST-MLLE; AID 588489, 2011; inhibition, % at 20 µM; hit rate 0.36% among 360,000; Polyadenylate-binding protein 1 (Homo sapiens), P11940; in the data active = inhibition above about 35%, passing the limit was not always enough;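 also: plate controls were DMSO wells with GST-MLLE for no effect and wells lacking GST-MLLE protein for full effect; some results filed as inactive read as strong as hits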
Target sequence (P11940 whole entry, looked up): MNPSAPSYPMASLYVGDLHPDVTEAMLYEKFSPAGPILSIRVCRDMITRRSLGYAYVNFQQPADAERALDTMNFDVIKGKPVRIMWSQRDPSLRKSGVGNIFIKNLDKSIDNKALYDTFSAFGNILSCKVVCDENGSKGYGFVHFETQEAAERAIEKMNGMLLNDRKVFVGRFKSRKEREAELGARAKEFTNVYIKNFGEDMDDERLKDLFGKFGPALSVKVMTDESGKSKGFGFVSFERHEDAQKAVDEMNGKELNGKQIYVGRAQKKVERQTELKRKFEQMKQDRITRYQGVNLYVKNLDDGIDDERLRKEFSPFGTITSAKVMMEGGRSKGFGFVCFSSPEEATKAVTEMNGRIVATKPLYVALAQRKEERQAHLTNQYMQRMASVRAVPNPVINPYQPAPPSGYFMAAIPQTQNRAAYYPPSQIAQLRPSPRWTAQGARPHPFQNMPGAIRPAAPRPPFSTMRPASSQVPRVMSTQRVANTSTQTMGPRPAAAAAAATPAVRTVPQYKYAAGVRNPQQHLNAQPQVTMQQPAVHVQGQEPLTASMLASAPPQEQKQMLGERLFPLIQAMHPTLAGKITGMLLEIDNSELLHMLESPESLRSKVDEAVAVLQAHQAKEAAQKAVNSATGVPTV
NadD inh = inhibitors of S. aureus NadD, primary screen, biochemical, colorimetric, uHTS; Nicotinate-nucleotide adenylyltransferase NadD (Staphylococcus aureus N315); purified NadD enzyme, colorimetric absorbance read-out; inhibition, % at 20 µM; hit rate 0.78% among 360,000; AID 602399, 2012; in the data active = inhibition above about 26%; also: some compounds past the cut are filed as inactive
DNMT1 block = human DNMT1 methyltransferase inhibitors, primary screen, biochemical, molecular beacon, fluorescence, HinP1I cleavage, uHTS; inhibition (reported as % activation of signal), % at 10 µM; AID 588458, 2011; hit rate 0.83% among 360,000; in the data active = inhibition above about 50%
Numbers without * were called inactive; i = inactive; · = no result given.

no.	SMILES	Tb MetRS inh	DNMT1 block	STEP block	Scp1 inh	LMPTP block
1	CN(CC1CCCN(CCc2ccc(Cl)cc2)C1)C(=O)c1ccoc1 (stereo not drawn)	-0.2	1	0	-8	2.1
2	Cc1c(/C=N/NC(=O)CNc2ccccc2)c2ccccn2c1C(=O)c1ccccc1	-0.5	-12	-2	-9	3.2
3	CN(C)CCCNC(=O)C[C@H]1C[C@H](C(=O)N2CCCCC2)[C@@]2(CCc3ccccc3)c3[nH]c4cc(CCC(=O)N(C)C)ccc4c3CCN2C1=O	-0.1	3	0	4	-8.9
4	COc1ccc(-c2noc(CSc3ccccc3)n2)cc1OC	-0.5	-8	2	-11	2.5
5	COc1cc(C=CC(=O)OCC=Cc2ccc3c(c2)OCO3)cc(OC)c1OC	-0.3	-7	1	0	1.4
6	O=C(CSC1CN(C(c2ccccc2)c2ccccc2)C1)N/N=C/c1ccc(Cl)cc1Cl	0.1	-6	0	-23	4.9
7	O=C(O)CCc1ccc(S(=O)(=O)Nc2ccc(OCc3ccccc3)cc2)cc1	-0.1	7	28	30	0.3
8	CCn1c2ccccc2c2nnc(SCC(=O)Nc3c(C)n(C)n(-c4ccccc4)c3=O)nc21	0.7	11	1	0	0.6
9	O=C(Cc1ccccc1)Nc1nc2ccccc2s1	-0.9	-3	1	-4	-0.8
10	NC(=O)CN1N=C(c2cc(Cl)sc2Cl)CSC1=O	-0.8	0	-1	-8	-0.6
11	CCN(CC)S(=O)(=O)c1cccc(NC(=O)COC(=O)C2=COCCO2)c1	-0.2	-2	1	-6	0.1
12	Cc1cc(NC(=O)CSCC(=O)N(C)Cc2c(F)cccc2Cl)no1	0.4	-1	1	-6	-8.5
13	O=C(O)Cc1ccc2c(c1)N(S(=O)(=O)c1cccs1)CC(C(=O)O)O2 (stereo not drawn)	-0.2	2	-1	-2	-0.5
14	COc1ccc(C(=O)N2CCCC(CCC(=O)NCc3ccc(F)c(F)c3)C2)cc1F (stereo not drawn)	-0.3	0	0	3	1.1
15	O=C(N=C1SC2CS(=O)(=O)CC2N1c1cc(Cl)ccc1Cl)C1CCCO1 (stereo not drawn)	-0.7	2	0	1	-0.9

no.	Rpn11 block	SUMO1 PPI mod	PABP1 MLLE inh	CSN inh	NadD inh
1	i	5	-3	3	0
2	i	-1	-21	1	18
3	i	-17	-6	-4	-2
4	i	0	1	3	-16
5	i	0	-9	6	1
6	i	-4	-4	4	7
7	i	10	4	4	5
8	i	1	20	0	5
9	i	0	-5	-2	-4
10	i	-1	4	2	-5
11	i	4	6	2	-2
12	i	-26	2	-5	1
13	i	0	8	3	-4
14	i	2	12	-3	2
15	i	1	15	7	-5

Next structures
no.	SMILES	Tb MetRS inh	DNMT1 block	STEP block	Scp1 inh	LMPTP block
16	O=C(CN1CCOCC1)Nc1cccc(S(=O)(=O)N2CCCCCC2)c1	-0.6	-6	-4	-4	0.3
17	O=C(C1=C[C@H](c2ccc(Br)cc2)C[C@H](OCc2ccc(CO)cc2)O1)N1CCN(Cc2ccc3c(c2)OCO3)CC1	0.0	-17	1	2	5.2
18	C#CCN(C(=O)c1cc(COc2ccc(C)c(C)c2)on1)C1CCCCC1	0.0	4	2	-2	3.2
19	COc1ccc(-c2ccc([C@H]3[C@H]4C=CC[C@@H](C)[C@@H]4C(=O)N3Cc3ccccc3)c(F)c2)cc1OC	-0.3	-3	2	4	8.3
20	Cn1c(=O)c2[nH]c(Nc3ccccc3)nc2n(C)c1=O	4.1	0	-1	-8	-0.8
21	CCc1nc(SCC(=O)N2c3ccccc3Sc3ccccc32)c2ccccc2n1	-0.3	8	2	5	5.0
22	FC(F)Oc1ccc(NC(=S)NC2CCSc3ccccc32)cc1 (stereo not drawn)	-0.1	-2	1	-9	4.2
23	COc1ccccc1N1CCN(C(=O)C(=O)c2c(C)n(C)c3ccccc23)CC1	0.1	-1	-3	1	-0.1
24	C=CCSc1nc(N)c(C#N)c(-c2ccccc2)c1C#N	0.2	2	-4	-6	0.4
25	Cc1ccc(NC(=O)CN(c2ccc3c(c2)OCO3)S(=O)(=O)c2c(C)n[nH]c2C)cc1	0.8	-2	-2	-12	1.4
26	COc1ccc(-c2nnn(Cc3nc(N)nc(N4CCCCC4)n3)n2)cc1	-0.5	0	1	-5	0.1
27	COc1ccc(NC2CCCN(C(=O)CCN3Cc4ccccc4C3=O)C2)cc1 (stereo not drawn)	-0.3	5	-2	-7	-0.8
28	C[C@H](CO)N1C[C@H](C)[C@@H](CN(C)S(=O)(=O)c2ccccc2)Oc2ccc(NC(=O)CCN3CCOCC3)cc2C1=O	-0.2	-10	-2	0	-1.3
29	COC(=O)c1ccnc(SCC(=O)c2ccccc2)c1	0.0	-1	2	-10	-4.4
30	O=C(c1ccco1)N(CCCN1CCOCC1)c1nc(-c2ccc(Cl)cc2)cs1	-0.1	-13	-2	0	0.0

no.	Rpn11 block	SUMO1 PPI mod	PABP1 MLLE inh	CSN inh	NadD inh
16	i	-1	-7	-3	-5
17	i	2	-1	-2	2
18	i	-2	-1	4	0
19	i	-13	7	4	6
20	i	4	-6	3	3
21	i	1	16	24	10
22	i	8	-3	5	-5
23	i	6	-9	-4	2
24	i	-4	-9	3	-3
25	i	0	5	-1	-1
26	i	-1	2	-1	-4
27	i	-1	9	-3	2
28	i	5	-8	-6	-6
29	i	0	19	1	6
30	i	6	-22	-2	-6

From no. 29 up to 30, as listed above:
no.	SMILES	Tb MetRS inh	DNMT1 block	STEP block	Scp1 inh	LMPTP block
29	COC(=O)c1ccnc(SCC(=O)c2ccccc2)c1	0.0	-1	2	-10	-4.4
30	O=C(c1ccco1)N(CCCN1CCOCC1)c1nc(-c2ccc(Cl)cc2)cs1	-0.1	-13	-2	0	0.0

no.	Rpn11 block	SUMO1 PPI mod	PABP1 MLLE inh	CSN inh	NadD inh
29	i	0	19	1	6
30	i	6	-22	-2	-6

(listing goes on)
no.	SMILES	Tb MetRS inh	DNMT1 block	STEP block	Scp1 inh	LMPTP block
31	Cc1cc(C)n2nc(SCC(=O)NC(=O)c3ccccc3)nc2n1	0.5	-2	1	-1	-0.9
32	Cc1ccccc1C(=O)OC1OC(=O)C(Cl)=C1Nc1ccc(C(=O)O)cc1 (stereo not drawn)	1.8	-2	-3	-4	1.0
33	O=C(NN1C(=O)c2ccccc2NC1c1ccc([N+](=O)[O-])o1)c1ccccc1 (stereo not drawn)	0.1	0	0	0	-0.8
34	CCOc1ccccc1NC(=O)Cn1c(=O)n(CCC(=O)NC2CCCC2)c(=O)c2ccccc21	-1.5	-2	1	·	-1.2
35	Cc1nonc1NC(=O)CSc1nnc(-c2ccoc2C)n1-c1cccc(Cl)c1	-0.1	-2	0	-12	-0.1
36	O=C(CSc1nc2ccccc2n1CCc1ccccc1)NC1CC1	-0.1	-4	5	3	0.3
37	O=S(=O)(Cc1nnnn1-c1ccccc1)c1ccc(F)cc1	-0.2	0	-3	-5	-1.4
38	Cc1ccc(/C=N/NC(=O)c2csc(C)c2)o1	0.1	6	12	-6	-1.2
39	Cc1cn([C@H]2C[C@H](O)[C@@H](CNCc3ccccc3OCCCN3CCOCC3)O2)c(=O)[nH]c1=O	0.3	2	0	·	-1.2
40	CCN(CC)c1ccc(S(=O)(=O)N2CCOCC2)cc1NC(=O)CSC(=S)N1CCCC1	0.0	-7	29	-2	3.5
41	O=C(NCc1cccc(C(F)(F)F)c1)C1CC(c2ccc(C(F)(F)F)cc2)=NO1 (stereo not drawn)	-0.2	0	0	-14	1.9
42	COc1cc(/C=C/C(=O)O)cc2c1OCCO2	-0.6	3	-1	6	-2.5
43	Cc1cc(C)n(-c2nc3ccccc3n3nnnc23)n1	-0.9	0	0	-2	-0.3
44	CCOC(=O)N1CCN(C(=O)CSc2nnc(Cn3c(=O)sc4ccccc43)n2C)CC1	-0.1	-1	0	-1	-1.0
45	COC(=O)c1c(C(=O)OC)c2ccccn2c1C(=O)c1ccc([N+](=O)[O-])cc1	-1.3	-6	0	-9	2.5
46	CCN(CC)C(=O)c1c(Cl)nc(C)c([N+](=O)[O-])c1C	-0.1	1	-2	-12	-0.4

no.	Rpn11 block	SUMO1 PPI mod	PABP1 MLLE inh	CSN inh	NadD inh
31	i	0	16	-1	3
32	i	7	-4	-6	-7
33	i	-18	21	12	3
34	i	-5	9	-2	-3
35	i	5	-2	4	-3
36	i	2	-35	8	-1
37	i	5	8	-1	2
38	i	-7	4	-3	0
39	i	-1	-3	0	0
40	i	3	22	1	6
41	i	0	-3	1	-10
42	i	5	-2	2	-6
43	i	-10	-10	3	1
44	i	4	10	1	1
45	i	-31	5	4	-3
46	i	0	-2	0	-5

Grouped by structure: the compounds so far with a COOH group (four)
no.	SMILES	Tb MetRS inh	DNMT1 block	STEP block	Scp1 inh	LMPTP block
7	O=C(O)CCc1ccc(S(=O)(=O)Nc2ccc(OCc3ccccc3)cc2)cc1	-0.1	7	28	30	0.3
13	O=C(O)Cc1ccc2c(c1)N(S(=O)(=O)c1cccs1)CC(C(=O)O)O2 (stereo not drawn)	-0.2	2	-1	-2	-0.5
32	Cc1ccccc1C(=O)OC1OC(=O)C(Cl)=C1Nc1ccc(C(=O)O)cc1 (stereo not drawn)	1.8	-2	-3	-4	1.0
42	COc1cc(/C=C/C(=O)O)cc2c1OCCO2	-0.6	3	-1	6	-2.5

no.	Rpn11 block	SUMO1 PPI mod	PABP1 MLLE inh	CSN inh	NadD inh
7	i	10	4	4	5
13	i	0	8	3	-4
32	i	7	-4	-6	-7
42	i	5	-2	2	-6
